IDE cell inh: human IDE inhibitors in live cells, primary screen, fluorescence polarization, HEK cells, FAbetaB substrate | Insulin-degrading enzyme (Homo sapiens), P14735 | FAbetaB cleavage | inhibition, % at 5.59 µM | 320,000 compounds, 0.41% hits;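 active = percent inhibition above the average of all tested compounds plus 3 SD, set per screening campaign, cut at about 16% in these data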;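 note: IDE supplied by intact live HEK cells; FP after avidin binding of uncleaved biotin substrate so inhibition keeps polarization high; 0% = DMSO wells and 100% = 60 µM reference IDE inhibitor Ii1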
Target sequence (P14735 whole entry, looked up): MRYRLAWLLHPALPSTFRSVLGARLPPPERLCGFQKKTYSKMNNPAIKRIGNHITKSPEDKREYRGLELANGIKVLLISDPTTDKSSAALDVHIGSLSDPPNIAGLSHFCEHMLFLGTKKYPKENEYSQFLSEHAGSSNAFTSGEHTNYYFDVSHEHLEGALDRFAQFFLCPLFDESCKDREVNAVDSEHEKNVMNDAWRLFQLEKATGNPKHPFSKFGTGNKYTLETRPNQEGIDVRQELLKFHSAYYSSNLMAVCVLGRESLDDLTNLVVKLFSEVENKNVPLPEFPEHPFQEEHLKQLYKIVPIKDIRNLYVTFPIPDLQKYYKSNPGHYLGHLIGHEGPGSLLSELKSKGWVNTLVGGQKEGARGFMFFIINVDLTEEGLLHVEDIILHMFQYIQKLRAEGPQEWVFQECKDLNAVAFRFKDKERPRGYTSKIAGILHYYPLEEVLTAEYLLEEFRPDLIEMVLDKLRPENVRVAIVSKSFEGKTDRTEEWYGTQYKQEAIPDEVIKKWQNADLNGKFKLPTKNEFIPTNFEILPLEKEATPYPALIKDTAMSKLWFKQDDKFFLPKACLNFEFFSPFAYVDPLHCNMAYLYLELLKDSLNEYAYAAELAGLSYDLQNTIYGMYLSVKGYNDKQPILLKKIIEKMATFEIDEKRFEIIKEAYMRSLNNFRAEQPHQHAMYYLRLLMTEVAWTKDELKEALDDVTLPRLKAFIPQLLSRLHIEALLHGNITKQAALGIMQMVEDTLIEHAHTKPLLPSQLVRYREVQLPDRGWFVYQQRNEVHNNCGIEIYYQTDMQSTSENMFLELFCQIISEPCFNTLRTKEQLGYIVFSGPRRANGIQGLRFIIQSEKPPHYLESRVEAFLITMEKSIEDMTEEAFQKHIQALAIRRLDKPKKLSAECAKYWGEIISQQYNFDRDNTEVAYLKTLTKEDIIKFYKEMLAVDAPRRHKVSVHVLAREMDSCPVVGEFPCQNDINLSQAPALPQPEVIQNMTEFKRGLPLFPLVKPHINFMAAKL
CRFR2-BP ag: agonists of CRF-BP/CRF-R2 complex, primary screen, cell-based, HEK293, calcium dye fluorescence, uHTS. AID 588473, 2011. calcium dye fluorescence (FLIPR); percent of saturating CRF peptide response. activation, % at 13.2 µM. 350,000 compounds, 0.46% hits. CRF-binding protein / CRF receptor 2 complex (human);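 active = activation of at least 50%, plus an integration ratio under a set limit after plate pattern correction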;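 note: plate controls were neutral control wells without compound for no effect and CRF at EC100 for full effect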
CRFBP-R2 block: antagonists of CRF-BP/CRF-R2 complex, primary screen, cell-based, HEK293, calcium dye fluorescence, uHTS; inhibition, % at 11.8 µM; CRF-induced calcium fluorescence; 350,000 compounds, 0.59% hits; AID 588475, 2011;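 active = inhibition of the ligand-induced calcium signal above about 50% at the single tested concentration, limit read from the data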
MEKK3 PB1 HTS: modulators of MEKK3-MEK5 PB1 binding, primary screen, biochemical, wildtype MEKK3, multiplex bead flow cytometry, Alexa488-MEK5; binding response (% of control), % at 10 µM; Mitogen-activated protein kinase kinase kinase 3 (Homo sapiens), Q99759; AID 1529, 2009; 290,000 compounds, 1.4% hits; bead-based flow cytometry, Alexa488-MEK5 binding to MEKK3; actives lie on both sides; 0 = blocked by unlabeled MEK5, 100 = vehicle;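 active = binding response more than 3 SD above or below the average of its plate-row segment, actives on both sides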;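 note: Alexa488 bead fluorescence after subtracting the streptavidin-only scavenger bead signal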
pCIP destab: p/CIP-EGFP fusion destabilizers, primary screen, fluorescence, F442A cells. decrease of EGFP signal, % at 10 µM. 290,000 compounds, 0.01% hits. Q05BA5. AID 1984, 2009. 16 h;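 active = EGFP signal decrease of at least 30% at 10 µM or well 3 SD below plate mean, unless failing retest; inactive = the rest, including hits failing retest or dose response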; note: some compounds called inactive have numbers as strong as hits; many of its hits are not listed in these tables
M4 PAM: human M4 muscarinic receptor positive allosteric modulators, primary screen, CHO-K1 cells, Fluo-8 calcium fluorescence; AID 624126, 2012; CHO-K1 hM4/Gqi5, ACh EC20; 0% = ACh EC20, 100% = maximal ACh; 360,000 compounds, 0.4% hits; Muscarinic acetylcholine receptor M4 (Homo sapiens), P08173; activation, % at 3 µM;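 active = activation above its plate's cutoff, the mean activation of sample wells plus 3 SD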; note: some results filed as inactive read as strong as hits
GalR3 antag: GalR3 antagonists in HEK293 cells, primary screen, cell-based, fluorescence readout. Galanin receptor type 3 (Homo sapiens), O60755. HEK293 GalR3-CNG cAMP membrane potential fluorescence; galR3 body fused to GalR1 C-terminus. inhibition, % at 3 µM. 360,000 compounds, 0.44% hits. AID 651719, 2012;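 active = inhibition above the screen-wide average plus 3 SD, cut at about 13% in these data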;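 note: forskolin and galanin both at EC90 stimulate the cells; cAMP rise reported by CNG channel membrane potential dye signal; 0% = forskolin plus galanin with DMSO and 100% = forskolin alone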
IDE cell activ: human IDE activators in live cells, primary screen, fluorescence polarization, HEK cells, FAbeta-B substrate | Insulin-degrading enzyme (Homo sapiens), P14735 | FAbeta-B cleavage; 0% vehicle, 100% cell-free pure enzyme wells | activation, % at 5.96 µM | 340,000 compounds, 0.073% hits;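 active = activation above the mean of all tested compounds plus 3 SD, set per screening campaign, cut at about 17% in these data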
PHOSPHO1 inh: PubChem AID 1565; Phosphoethanolamine/phosphocholine phosphatase (Homo sapiens), Q8TCT1; recombinant PHOSPHO1, absorbance phosphatase assay; inhibition, % at 13.3 µM; 290,000 compounds, 1.1% hits; in the data active = inhibition above about 60%
Numbers without * were called inactive; x = no result given; [ ] = remark or other dose. The order is random. Share with any hit: about 4.2%.

SMILES | IDE cell inh | CRFR2-BP ag | CRFBP-R2 block | MEKK3 PB1 HTS | pCIP destab | M4 PAM | GalR3 antag | IDE cell activ | PHOSPHO1 inh
CCOc1ccc(/C=N/N2C(=O)C(CC(=O)Nc3ccc(F)cc3F)SC2=NC)cc1OC (stereo unspecified) | -1 | -0.6 | 15 | 99 | -6 | -4 | 0 | 1 | 7
Cc1ccc2cc(CN(CC(C)C)S(=O)(=O)c3cccc4nonc34)c(=O)[nH]c2c1 | -4 | -1.2 | -23 | 98 | -6 | -3 | 2 | 3 | 21
COc1cc(C(=O)OCC(=O)Nc2ccc(SC(F)F)cc2)cc(OC)c1OC | -4 | -2.0 | -29 | 98 | -17 | -7 | -2 | 2 | -7
Cc1nnsc1C(=O)NC(=O)Nc1ccc(F)c(Cl)c1 | 1 | 1.9 | -6 | 111 | -18 | 0 | -2 | 2 | 23
CN(C)c1ccc(NC(=O)CN2CCC(N3CCCCC3)CC2)cc1 | -1 | 2.5 | -33 | 111 | -1 | 7 | -4 | -1 | 44
C=CCNC(=S)Nc1c(C(=O)OC)[nH]c2cc(OC)ccc12 | 2 | 2.0 | -19 | 101 | 5 | -7 | 3 | -9 | -5
CC(=O)N1CCN(c2ccc(Nc3ncnc4c3oc3ccccc34)cc2)CC1 | 5 | 14 | 35 | 81*[inhibitor] | -19 | 17 | 0 | -9 | 35
COc1ccc(-n2cnc3cc(C(=O)NCC4CCCO4)ccc32)cc1 (stereo unspecified) | 3 | -1.5 | 8 | 103 | -4 | 2 | -7 | 1 | 11
O=C(OCc1ccc(C(=O)c2ccccc2)cc1)c1cccc(-c2nnc(-c3ccccc3)o2)c1 | -5 | 3.0 | -4 | 97 | -13 | -2 | -4 | 3 | 22
Nc1c(Sc2ccccc2)c(=O)[nH]c(=O)n1Cc1ccccc1 | 3 | 0.2 | -5 | 101 | x | 1 | 1 | 12 | x
CC1(C2CC2)NC(=O)N(CC(=O)Nc2ccc(F)cc2F)C1=O (stereo unspecified) | 4 | -0.8 | 1 | x | x | 8 | -5 | 1 | x
Oc1cccc(/C=N/NC(=S)NCCN2CCOCC2)c1O | 9 | 2.6 | -9 | 100 | 4 | -14 | -4 | 1 | -151
COc1ccccc1NC(=O)CCc1nc(-c2ccccc2F)no1 | 12 | -1.4 | 14 | 88 | -5 | -7 | 0 | -1 | 47
CC(=O)NC(Cc1ccc(C)cc1)C(=O)NC1CCN(C(=O)c2cnccn2)CC1 (stereo unspecified) | 7 | -0.6 | -7 | 106 | 10 | 2 | -6 | 5 | 39
Cc1cc(C)cc(NC(=O)C(=O)NCCCN2CCOCC2)c1 | -2 | 1.2 | -12 | 102 | -8 | 3 | -8 | 9 | 34
CC(=O)Nc1ccc(NC(=O)CCCc2ccccc2)cc1 | -2 | -1.4 | 6 | 107 | -4 | -4 | x | -2 | 19
CC(C)(C)Nc1nc(Cl)nc(Nc2ccccc2)n1 | -4 | 0.2 | -7 | 110 | -6 | -5 | -12 | 5 | 19
COc1ccc2c(c1)C(=O)N(c1ccc(C)cc1)C(=O)C2 | 2 | -2.2 | 11 | 100 | -2 | 18 | 2 | 2 | 12
COC(=O)c1ccc(Cn2c(O)c(N=O)c3ccccc32)o1 | 1 | 0.5 | 19 | 104 | -17 | 8 | -9 | 9 | 14
Cc1ccccc1CN(c1ccc(C(N)=O)cc1)S(C)(=O)=O | 5 | -0.6 | 11 | 84 | 1 | 10 | -6 | 5 | -2
Cc1ccc(-c2nnc(N(C)C(=O)c3cccnc3)s2)cc1 | 5 | 0.8 | -11 | 95 | -15 | -4 | 1 | 2 | 32
CCn1c(=O)c2sccc2n(Cc2cccc(C)c2)c1=O | 11 | -2.1 | 10 | 100 | -12 | 1 | -7 | -13 | 40
COc1ccc(C(=O)Nc2ccccn2)cc1S(=O)(=O)N1CCOCC1 | -2 | -0.3 | -5 | 107 | 1 | -1 | 0 | 2 | 36
CC1(C)CC(CCN(Cc2ccccc2)C(=O)c2ccco2)(c2ccccc2)CCO1 (stereo unspecified) | 1 | -1.5 | 9 | 94 | -3 | -13 | -5 | -8 | 12
COC(=O)C1(C)CCCC2(C)C1CCC13OCC(CC21)C(O)(C(C)C)C3O (stereo unspecified) | x | -2.6 | -19 | x | x | 3 | -3 | x | x
COc1ccc(NC(=O)CN2C(=O)NC3(CCCCC3C)C2=O)cc1S(=O)(=O)N1CCOCC1 (stereo unspecified) | 2 | -0.7 | -2 | x | x | 5 | -4 | 6 | x
N#CC1=C(N2CCCCC2)c2cc3c(n2C1=O)CCCC3 | -1 | -0.8 | -5 | 81 | -10 | -19 | 2 | 1 | 6
c1ccc(-c2cc3c(NCC4COc5ccccc5O4)ncnc3s2)cc1 (stereo unspecified) | 7 | 0.7 | -3 | 100 | 2 | -6 | -10 | -2 | -23
Cc1cccc(C(=O)NNC(=O)/C=C/C(=O)O)c1 | 0 | -2.7 | -11 | 109 | -3 | -4 | 4 | 3 | -5
O=C(NCc1ccccn1)Nc1ccc(Cl)cc1 | 5 | -1.3 | 24 | x | x | -8 | -5 | 5 | x

A draw from above in order of SMILES length, high to low:
SMILES | IDE cell inh | CRFR2-BP ag | CRFBP-R2 block | MEKK3 PB1 HTS | pCIP destab | M4 PAM | GalR3 antag | IDE cell activ | PHOSPHO1 inh
COc1ccc(C(=O)Nc2ccccn2)cc1S(=O)(=O)N1CCOCC1 | -2 | -0.3 | -5 | 107 | 1 | -1 | 0 | 2 | 36
COC(=O)c1ccc(Cn2c(O)c(N=O)c3ccccc32)o1 | 1 | 0.5 | 19 | 104 | -17 | 8 | -9 | 9 | 14
CCn1c(=O)c2sccc2n(Cc2cccc(C)c2)c1=O | 11 | -2.1 | 10 | 100 | -12 | 1 | -7 | -13 | 40
O=C(NCc1ccccn1)Nc1ccc(Cl)cc1 | 5 | -1.3 | 24 | x | x | -8 | -5 | 5 | x

The list goes on.
SMILES | IDE cell inh | CRFR2-BP ag | CRFBP-R2 block | MEKK3 PB1 HTS | pCIP destab | M4 PAM | GalR3 antag | IDE cell activ | PHOSPHO1 inh
CCN1CCN(S(=O)(=O)c2ccc(Cl)c(C(=O)NCc3ccco3)c2)CC1 | 2 | 0.1 | 7 | x | x | 12 | -3 | 4 | x
Cc1c(Cc2ccccc2)sc(N)c1C(N)=O | 2 | x | x | 101 | -11 | x | x | x | 48
COC(=O)c1ccc(CNC(=O)C23CC4CC(CC(C4)C2)C3)cc1 | 1 | 1.6 | -6 | 101 | -19 | -2 | 3 | 3 | 20
CCC(C)N1CCCC1C(=O)Nc1c(C)cc(C)cc1C (stereo unspecified) | 2 | 15 | 1 | 110 | -6 | -7 | -1 | -5 | 7
COCCN(C(=O)c1cc(-c2ccncc2)nc2ccccc12)c1c(N)n(CC(C)C)c(=O)[nH]c1=O | 2 | -0.6 | 1 | x | x | 10 | 2 | 6 | x
O=C(Nc1nnc(C(F)(F)F)s1)c1c(F)cccc1F | 2 | -0.9 | 11 | 107 | 4 | -6 | -10 | -1 | 17
CC1(C)Cc2nc(N)c(C(=O)NCCO)cc2CO1 | 2 | -3.1 | 7 | 99 | -17 | 0 | -2 | -1 | -16
CC(/C=N/Nc1ccc2nncn2n1)=C\c1ccccc1 | 10 | -0.8 | -9 | 88 | -6 | 15 | 4 | 3 | 13
O=C1N/C(=N/S(=O)(=O)c2ccccc2)S/C1=C/c1cccnc1 | 3 | 2.5 | 24 | 99 | 0 | 4 | -2 | 5 | -4
C=CCNc1nc2ccccc2nc1NS(=O)(=O)c1ccc(Br)cc1 | 0 | 0.4 | -6 | 105 | -23 | -4 | -9 | 1 | 30
COCCCNC(=O)CC(NS(=O)(=O)c1ccc(Cl)cc1)c1ccco1 (stereo unspecified) | 2 | -0.3 | 5 | 106 | -2 | 7 | -1 | 9 | 16
Cc1nc2c(C#N)c(-c3ccc(Cl)cc3)ccn2n1 | 2 | 1.0 | 4 | 101 | -3 | 1 | -1 | -2 | 51
Cc1ccc(CNC(=O)[C@@H](NC(=O)C2CCN(C(=O)[C@@H](N)CC(C)C)CC2)C(C)C)cc1 | 2 | -1.9 | -2 | 104 | -14 | 11 | -1 | 7 | -2
CC1(C)Cc2c(sc3nc(-c4ccccc4Cl)n(N)c(=O)c23)CO1 | 7 | 0.9 | -10 | 98 | -4 | -4 | -4 | 3 | -1
COc1cc2c(cc1OC)CN(C(=O)c1cc(S(=O)(=O)N3CCOCC3)ccc1Cl)CC2 | 9 | -1.8 | -8 | 96 | 8 | 5 | -5 | 4 | 0
CCN(CC)CCn1c2c(c(SCC(=O)Nc3cc(C)on3)nc1=O)CCCC2 | -1 | -0.9 | 0 | x | x | 7 | -5 | -2 | x
Cc1ccc(S(=O)(=O)C2(C(=O)Nc3ccc(C(C)C)cc3)CC2)cc1 | -4 | -4.1 | 4 | 54 | -1 | -10 | -2 | 6 | -19
Cc1ccc2cc3cc(C(=O)N4CC(C)CC(C)C4)oc3nc2c1 (stereo unspecified) | 4 | -0.9 | 9 | 93 | -18 | -6 | 3 | -4 | 5
COc1ccccc1N1CCN(Cc2cccc(OC)c2OC)CC1 | -2 | 0.5 | 7 | 98 | 0 | 0 | 0 | -2 | -1
CCCc1cc(=O)n2[nH]c(C)cc2n1 | 6 | -0.6 | 11 | 99 | 6 | 3 | -3 | 4 | 18
COc1cc(S(=O)(=O)N2CCN(c3ccccc3)CC2)ccc1Cl | -5 | -0.8 | 8 | 92 | -6 | 1 | 6 | 0 | -19

Compound profiles (already shown):
`COc1cc(S(=O)(=O)N2CCN(c3ccccc3)CC2)ccc1Cl` is listed with IDE cell inh: -5; CRFR2-BP ag: -0.8; CRFBP-R2 block: 8; MEKK3 PB1 HTS: 92; pCIP destab: -6; M4 PAM: 1; GalR3 antag: 6; IDE cell activ: 0; PHOSPHO1 inh: -19
`COc1ccccc1N1CCN(Cc2cccc(OC)c2OC)CC1` is listed with IDE cell inh: -2; CRFR2-BP ag: 0.5; CRFBP-R2 block: 7; MEKK3 PB1 HTS: 98; pCIP destab: 0; M4 PAM: 0; GalR3 antag: 0; IDE cell activ: -2; PHOSPHO1 inh: -1

Assay outcomes from PubChem.
